NPYLR7 ag – agonists of mosquito NPYLR7 receptor, primary screen, cell-based, Aedes aegypti, calcium fluorescence, mosquito biting behavior | activation, % at 10 µM | HEK293T NPYLR7/Galpha15, GCaMP6s calcium fluorescence | Aedes aegypti neuropeptide Y-like receptor 7 (NPYLR7) | 270,000 tested, 0.15% active; in the data active = activation above about 40%;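 also: 0% = vehicle and 100% = reference agonist at the receptor; some compounds past the cut are filed as inactive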
hcGAS inh – Primary biochemical luminescence assay for human cyclic GMP-AMP synthase inhibitors. recombinant h-cGAS, ATP depletion, Kinase-Glo luminescence. AID 1259398, 2018. inhibition, % at 12.5 µM. Q8N884. 290,000 tested, 0.081% active;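 also: 0% = vehicle reaction and 100% = reaction without DNA for no activity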
Target sequence (Q8N884 whole entry, looked up): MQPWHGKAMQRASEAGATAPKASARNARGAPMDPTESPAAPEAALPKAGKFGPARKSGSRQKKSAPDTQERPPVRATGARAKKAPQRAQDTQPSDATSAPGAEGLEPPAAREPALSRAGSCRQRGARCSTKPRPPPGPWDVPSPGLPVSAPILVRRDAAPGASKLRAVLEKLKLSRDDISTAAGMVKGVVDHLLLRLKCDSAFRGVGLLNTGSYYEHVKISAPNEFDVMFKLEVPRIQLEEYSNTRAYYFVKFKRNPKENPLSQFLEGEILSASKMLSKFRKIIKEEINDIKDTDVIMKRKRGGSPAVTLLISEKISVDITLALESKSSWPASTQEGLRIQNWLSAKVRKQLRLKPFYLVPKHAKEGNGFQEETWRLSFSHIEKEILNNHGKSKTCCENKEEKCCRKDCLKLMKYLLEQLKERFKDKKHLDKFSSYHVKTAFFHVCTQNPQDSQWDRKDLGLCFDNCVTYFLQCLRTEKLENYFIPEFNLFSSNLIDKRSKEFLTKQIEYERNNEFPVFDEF
mcGAS lum – cyclic GMP-AMP synthase inhibitors, mouse, primary biochemical chemiluminescence | Q8C6L5 | recombinant cGAS, Kinase-Glo ATP depletion luminescence | inhibition, % at 12.5 µM | 160,000 tested, 0.15% active | AID 1259399, 2018;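 also: 0% = negative control wells and 100% = reference inhibitor with no enzyme activity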
Active calls of the source: *; . = not tested or not shown; & = joins results of further samples. Rule as the data show it, unless noted: active = inhibition above about 40%; inactive = the rest.

SMILES | NPYLR7 ag | hcGAS inh | mcGAS lum
CCc1nc2c(OCc3ccc(Cl)cc3Cl)cccn2c1N(C)C(=O)COc1ccccc1 | 4 | -4 | 0
Cc1cnc(C(=O)Nc2cccc(CN(C)C)c2)cn1 | 16&-2 | -4&5 | 4
Cc1ccn(CC(=O)N2CCC(CCC(=O)Nc3ccc4c(c3)OCCO4)CC2)n1 | 5 | -6 | .
Cc1nn(C(C)C)c(C)c1C(=O)N1C[C@H](O)[C@@H](N2CCN(C)CC2)C1 | . | 4 | -1
CN(C)c1ccc(NC(=O)C2CCC2)cc1CN(CC1CC1)S(C)(=O)=O | 19 | -3 | -5
CC1(c2ccc3c(c2)OCCCO3)NC(=O)N(CC(=O)Nc2ccc(C(N)=O)cc2)C1=O (stereo not given) | 1 | -4 | -3
COc1ccccc1C(=O)Nc1c2c(nn1-c1ccc(C)cc1C)CSC2 | 1 | -7 | .
CCOC(=O)c1cc(-c2cccc(NC(=O)c3ccc(OC)c(F)c3)c2)n(-c2ccccc2OC)n1 | 24 | -4 | -7
CN(CCN1CCOCC1)C(=O)NCc1ccccc1-n1cccn1 | 2 | -10 | .
CC1(C)N=C(c2ccccn2)C(C)(C)N1O | -12 | -2 | .
O=C(NC1CC1c1ccccc1)C1(c2ccccc2)CCC1 (stereo not given) | -2 | -1 | .
Nc1nc(CN2CCCCC2)nc2ccccc12 | 7 | -7 | .
COC(=O)C1=C(Nc2ccccc2NC(=O)Cn2nc(C)c([N+](=O)[O-])c2C)CSC1 | -9 | 1 | -5
COc1coc(C(=O)Nc2nnc(C)s2)cc1=O | 5 | -5 | .
CN(Cc1n[nH]c2c1CCCCC2)CC(C)(C)N1CCOCC1 | . | -13 | -5
COC(=O)C1=C(O)/C(=C\c2ccccc2O)SC1=Nc1cccc(Cl)c1 | -8 | 0 | -3
COC(=O)[C@@H](NC(=O)C1CC12CCCC2)C(C)(C)C (stereo not given in full) | -3 | 1 | .
Cc1cccc(C)c1NC(=O)CN1CCSc2ccccc21 | -12 | 1 | .
Cc1cc(C2CCCN2Cc2cnc3c(-c4ccccc4)cnn3c2)on1 (stereo not given) | 13 | -5 | -12
CCn1c(=O)c([N+](=O)[O-])c(N2CCC(C)CC2)c2ccccc21 | 5 | 0 | .
O=c1c(Cl)cc(C(F)(F)F)cn1CCCc1ccccc1 | 7 | -8 | .
Cc1ccn2cc(C(=O)NC(C)c3ccc4c(c3)CCC(=O)N4)nc2c1 (stereo not given) | 0 | 1 | .
CC(C)(C)c1ccc(C(=O)N2CCC(CO)(Cc3cccc(C(F)(F)F)c3)CC2)cc1 | 7 | -3 | -6
COc1ccc(C(=O)N2CC(=O)N(CCC#N)CC(O)C2)cc1OC (stereo not given) | 17 | 5 | -7
c1ccc(-c2ncc(-c3nccn3CCc3cnc[nH]3)s2)cc1 | 0 | -9 | -13
CC(=O)c1ccc(Nc2cc(C)nc3cc(C(F)(F)F)ccc23)cc1 | 2 | -3 | -9
O=C1OC(/C=C/c2ccccc2)=NC/1=C/c1ccccc1F | -1 | 0 | .
NC(=O)c1cc[n+](CC2=C(C(=O)O)N3C(=O)[C@@H](NC(=O)[C@@H](c4ccccc4)S(=O)(=O)O)[C@H]3SC2)cc1 | -2&6 | -5&-5 | -4&-2
CN(C)/C=C/C=C1C(=O)OC(C)(C)OC1=O | -12 | -7 | .
O=C(Nc1ccc(I)cc1)Nc1cccc2ccccc12 | 7 | -7 | -7
CCS(=O)(=O)N1CCC(NC(=O)c2ccccc2C(=O)c2ccc(C)cc2)CC1 | 0 | -2 | -14
CCCCC(=O)NCc1cccc(OCCN(C)C2CCOCC2)c1 | -1 | -12 | .
COC(=O)CC12CC3CC(C1)CC(C(=O)OC)(C3)C2 | -3 | -6 | .
COC(=O)c1c(C)nc(C(F)(F)F)c(C#N)c1N | 9 | -2 | .
Cc1noc(C)c1NC(=O)N1CCN(C(c2ccccc2)c2ccc(Cl)cc2)CC1 (stereo not given) | -17 | 3 | 0
COc1cccc(C(CN2CCN(S(=O)(=O)c3cccc(Cl)c3)CC2)OCc2ccc(C#N)cc2)c1 (stereo not given) | 32 | -1 | -7
COc1coc(CNc2ccccc2NC(=O)c2ccccc2)cc1=O | 0 | -9 | -10
COc1cccc(C(=O)Nc2c(C)nc3sccn3c2=O)c1 | 15 | -8 | -7
O=C(CSc1nccn2nc(-c3ccccc3)cc12)NC1CCCCC1 | -3 | 0 | 1
CN(Cc1ccccc1)c1nc2c(c(=O)[nH]c(=O)n2C)n1CCSc1ncccn1 | . | -8 | -9
COc1cc2nc(-c3cc([N+](=O)[O-])ccc3Cl)oc(=O)c2cc1OC | 13 | -4 | -7
COCCOC(=O)C1=C(C)N(C)C(=S)NC1c1ccc(NS(=O)(=O)c2ccc(F)cc2)cc1 (stereo not given) | 5 | -2 | -6
CCc1nc(C2NC(=O)CN2Cc2ccc(Br)cc2)cs1 (stereo not given) | 2 | -14 | -7
O=C(c1ccc(Cl)cc1)N(Cc1nccn1Cc1ccc(Cl)cc1Cl)C1CC1 | 20 | -11 | -11
CNc1cccc(-c2ccccc2C(C)=O)n1 | 3 | -13 | .
OC1CCCN(c2ncccc2CNC2CCSCC2)C1 (stereo not given) | 2 | -5 | .
CCOc1ccnc(N2CCN(C3CCCC3)C(=O)C2)n1 | -2 | -1 | .
CCCN(Cc1c(C)nn(-c2ccccc2)c1N1CCN(C)CC1)C(=O)Nc1cccc(Cl)c1 | 15 | -6 | -7
CCC(C)N(Cc1ccc(OS(=O)(=O)c2cccc(C(F)(F)F)c2)cc1)C(=O)Nc1ccc(C)cc1C (stereo not given) | 7 | -1 | -3
CN1C(=O)C(=O)c2cc(Cl)cc(Cl)c21 | -3 | 5 | .
CC(C#N)c1cccc(C(=O)N2CCOC(COCc3cccc(C(F)(F)F)c3)C2)c1 (stereo not given) | 27 | -7 | .
CCc1cccc(CC)c1NC(=O)Cn1cnc2c(cnn2C)c1=O | -9 | -12 | .
O=C1CCCN1CC1CCCN(Cc2nc(COc3ccccc3)no2)C1 (stereo not given) | -2 | 5 | .
CCn1cc(C(CC(=O)NCCOC)c2cc(OC)cc(OC)c2)c2ccccc21 (stereo not given) | . | -4 | -4
O=C(NCC1CCCO1)C(C1CCCC1)N1CCN(C(=O)Nc2cccc(F)c2)CC1 (stereo not given) | -8 | -7 | -8
CCOCCCN(CC(=O)N(CCc1ccc(OC)c(OC)c1)Cc1ccc(C)s1)C(=O)c1cccc(C(F)(F)F)c1 | -5 | 1 | -2
CCCCCCCCS(=O)(=O)N1CCc2nc(Cc3cccc(C)c3)nc(N3CCOCC3)c2C1 | 1 | -5 | -3
Cc1ccccc1N1C(=O)CSC1c1ccccc1NC(=O)C(C)(C)CCl (stereo not given) | . | -2 | -3
Cc1cccc(C(C(=O)NCc2cc(-c3ccco3)on2)N(C)C)c1 (stereo not given) | 3 | -7 | .
Fc1ccc(/C=N\Nc2nc(N3CCOCC3)nc(N3CCOCC3)n2)cc1 | -5 | 7 | 1

Exported in markdown: 6 of the compounds above.
| molecule | NPYLR7 ag | hcGAS inh | mcGAS lum |
| --- | --- | --- | --- |
| O=C(NCC1CCCO1)C(C1CCCC1)N1CCN(C(=O)Nc2cccc(F)c2)CC1 (stereo not given) | -8 | -7 | -8 |
| CC(C#N)c1cccc(C(=O)N2CCOC(COCc3cccc(C(F)(F)F)c3)C2)c1 (stereo not given) | 27 | -7 | . |
| OC1CCCN(c2ncccc2CNC2CCSCC2)C1 (stereo not given) | 2 | -5 | . |
| CCC(C)N(Cc1ccc(OS(=O)(=O)c2cccc(C(F)(F)F)c2)cc1)C(=O)Nc1ccc(C)cc1C (stereo not given) | 7 | -1 | -3 |
| CN1C(=O)C(=O)c2cc(Cl)cc(Cl)c21 | -3 | 5 | . |
| O=C1CCCN1CC1CCCN(Cc2nc(COc3ccccc3)no2)C1 (stereo not given) | -2 | 5 | . |

More results follow.
SMILES | NPYLR7 ag | hcGAS inh | mcGAS lum
COc1cc(CN2CCn3nc(C(=O)NC4CCCc5ccccc54)cc3C2=O)cc(OC)c1 (stereo not given) | 15 | -4 | -6
CC(C)S(=O)(=O)Oc1ccc(CN(CC2CCCO2)C(=O)c2ccccc2Cl)cc1 (stereo not given) | -6 | 4 | -2
Cn1cccc1C1CCCCCN1C(=O)Cc1c[nH]c2ccccc12 (stereo not given) | -5 | 5 | .
COCCCN1C(=O)N(Cc2ccc3ccccc3c2)C(=O)C12CCN(CC1CC=CCC1)CC2 (stereo not given) | 4 | 3 | -10
Cc1nc(CCC(=O)N2CCC(c3[nH]ncc3-c3cccc(F)c3)CC2)n[nH]1 | -11 | 5 | 2
O=C(NCCN1CCCCC1)c1csc(CSc2nnc(-c3ccco3)n2-c2ccccc2F)n1 | -4 | -3 | -3
COc1ccc(OCCNC(=O)C2(C)CCN2Cc2ccc(OC)c3ccccc23)cc1 (stereo not given) | 6 | 0 | .
Cc1c(C)n2c3c(=O)n(C)c(=O)n(C)c3nc2n1CC(=O)c1ccc(F)cc1 | 11 | -8 | .
COc1ccc(-n2c(CCC(=O)NCCCN3CCOCC3)ccc2-c2ccc(Cl)cc2)cc1 | 0 | -7 | -10
CCCCC(=O)O[C@H]1CC[C@H]2[C@@H]3CCc4cc(O)ccc4[C@H]3CC[C@]12C | 9 | 10 | .
CCOCCCN(CC(=O)N(Cc1cccn1Cc1ccccc1)C1CCCCC1)S(=O)(=O)c1ccc(Cl)cc1 | 1 | -3 | -6
CCC(=O)N1CCN(c2cc(Cl)nc(SCC(=O)NC(C)C)n2)CC1 | 6 | 0 | -2
Cc1ccc(OCC(N)=O)c(-c2ccc(S(C)(=O)=O)cc2)c1 | -6 | -6 | .
O=c1[nH]nc(Cc2c[nH]c3ccccc23)n1CCc1ccccc1F | 7 | -2 | -17
O=C(CCc1c[nH]c2ccccc12)N1CCCC(O)(CO)CC1 (stereo not given) | 5 | -6 | -10
O=C(c1cc2ccccc2nc1N1CCCC1)N1CCCC(N2CCCC2)C1 (stereo not given) | 8 | -9 | .
Clc1ccc2nc(N3CCN(c4ccccn4)CC3)c3nncn3c2c1 | 13 | -11 | .
CC(C)c1cccc(O)c(=O)c1 | 3 | -3 | .
Cc1ccc2c(c1NCCc1ccccc1)C(=O)c1ccccc1C2=O | -3 | 0 | -8
CN1CCNC(=O)C12CCN(c1ccnc3c(C(F)(F)F)cccc13)CC2 | 18 | -3 | -10
CCCCOC(=O)CCc1c(C)[nH]c(=O)c(C#N)c1C | 10 | -5 | .
CC(=NNc1nc2ccccc2s1)c1cc2ccccc2o1 | 9 | -7 | .
CCOC(=O)CNC(=O)N1CCCN(c2nc(Cc3ccccc3)nc3c2c(C)nn3-c2ccccc2)CC1 | . | -3 | -9
Cc1cc(NC(=O)CN(Cc2ccco2)Cc2cccs2)no1 | 1 | 4 | -2
CC(C)Cc1nc(CCCN2CCCCC2=O)n(-c2ccccc2)n1 | 0 | -4 | -11
CCOc1ccccc1/C=C/C(=O)Nc1ccc(C(=O)N(C)C)cc1 | -1 | -5 | .
C=CCN=c1scc(-c2ccc(Br)s2)n1N=Cc1ccccn1 | 3 | -3 | -2

Compound profiles (already shown). Values in the order: NPYLR7 ag, hcGAS inh, mcGAS lum
Cc1ccc2c(c1NCCc1ccccc1)C(=O)c1ccccc1C2=O is listed with -3, 0, -8
Clc1ccc2nc(N3CCN(c4ccccn4)CC3)c3nncn3c2c1 is listed with 13, -11, .
CC(C)c1cccc(O)c(=O)c1 is listed with 3, -3, .
CCCCOC(=O)CCc1c(C)[nH]c(=O)c(C#N)c1C is listed with 10, -5, .
C=CCN=c1scc(-c2ccc(Br)s2)n1N=Cc1ccccn1 is listed with 3, -3, -2

High-throughput results from PubChem.
